GPR151 ag = human GPR151 activation; Q8TDV0; PathHunter beta-arrestin GPR151 cells, luminescence; activation, % at 11.2 µM; 650,000 compounds, 1% hits; in the data active = activation above about 4.9%;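 also: 0% = median of compound wells and 100% = cells with positive control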
MITF inh = blocks human microphthalmia-associated transcription factor | AID 1259374 | AlphaScreen MITF homodimerization, bead proximity signal | inhibition, % at 2.6 µM | 650,000 compounds, 0.91% hits; in the data active = inhibition above about 50%;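 also: 0% = vehicle wells with protein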
FBW7 activator = human FBW7 E3 ligase activation, primary screen; AlphaScreen FBW7–phospho-cyclin E peptide binding, activator screen; normalized activity (activation), % at 26.1 µM; Q969H0; 650,000 compounds, 0.13% hits; in the data active = normalized activity above about 1.9%;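 also: purified mutant Fbw7 with reduced substrate affinity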
Target sequence (Q969H0 whole entry, looked up): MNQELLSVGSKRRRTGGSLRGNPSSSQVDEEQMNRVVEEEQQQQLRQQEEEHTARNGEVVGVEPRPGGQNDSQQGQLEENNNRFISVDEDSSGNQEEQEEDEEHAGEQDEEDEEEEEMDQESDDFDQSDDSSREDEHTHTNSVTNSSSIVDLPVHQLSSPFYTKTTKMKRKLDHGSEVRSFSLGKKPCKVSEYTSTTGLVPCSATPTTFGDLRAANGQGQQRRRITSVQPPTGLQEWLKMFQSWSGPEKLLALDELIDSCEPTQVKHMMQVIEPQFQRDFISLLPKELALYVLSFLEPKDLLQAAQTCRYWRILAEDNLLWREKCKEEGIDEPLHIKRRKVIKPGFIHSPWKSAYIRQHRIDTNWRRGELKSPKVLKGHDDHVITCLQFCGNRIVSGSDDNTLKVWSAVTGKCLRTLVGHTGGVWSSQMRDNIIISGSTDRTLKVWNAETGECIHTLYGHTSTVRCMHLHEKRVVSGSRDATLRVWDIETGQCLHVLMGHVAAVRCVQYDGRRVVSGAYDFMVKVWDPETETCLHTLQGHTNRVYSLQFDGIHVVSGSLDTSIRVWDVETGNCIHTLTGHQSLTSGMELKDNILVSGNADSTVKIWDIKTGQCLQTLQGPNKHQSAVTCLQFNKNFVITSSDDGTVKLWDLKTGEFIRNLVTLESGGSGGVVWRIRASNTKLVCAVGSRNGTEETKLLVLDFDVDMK
TEAD-YAP inh = TEAD-YAP interaction inhibition; HEK-TIYL cells, TEAD-Gal4/YAP UAS-luciferase luminescence; inhibition, % at 9.12 µM; AID 1259422; 640,000 compounds, 1.4% hits; in the data active = inhibition above about 32%;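 also: 0% = median of test compound wells and 100% = reference inhibitor wells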
* hit, by the source's call; & = joins results of further samples.

compound	GPR151 ag	MITF inh	FBW7 activator	TEAD-YAP inh
CC1CCN(C(=O)c2cn(C3CCCC3)c(=O)c3c2c2ccccc2n3C)CC1	1.4	8	0.1	-3
CCOc1cc(C(=O)CCC(=O)O)ccc1O	-1.0	12	-0.2	4
COc1ccccc1C(=O)CSc1nnc(-c2ccco2)o1	1.9	-2	-0.1	-22
Cc1nc2ccc(C(=O)NCCN(C)C)cc2[nH]1	-1.1	6	-0.2	5
Nc1nonc1/C(=N/OC(=O)c1ccccc1)N1CCOCC1	0.7	-17	-0.1	-2
O=C(CNc1cccc(Br)c1)N/N=C/c1cccs1	-0.2	9	0.0	13
CC(C)c1ccc(CN2CCc3nnc(C(NC(=O)c4ccoc4)C(C)C)n3CC2)cc1 (centres undefined)	-1.9	0	0.0	6
CS(=O)(=O)N1CCN(C(=O)COc2ccc(Cl)cc2)CC1	0.7	12	0.1	5
COCCN1C(=O)c2ccccc2C(C(=O)NCc2ccco2)C1c1cccs1 (centres undefined)	-0.4	-28	0.0	1
CCC(C)(C)NC(=O)C(c1ccc(F)cc1)N(Cc1cccnc1)C(=O)c1csnn1 (centres undefined)	2.9	25	0.0	2

Later entries:
compound	GPR151 ag	MITF inh	FBW7 activator	TEAD-YAP inh
Cc1cc(C)n(C(=O)COc2cccc3ccccc23)n1	0.9	-9	0.1	-12
O=c1scc(-c2ccc(Cl)cc2)s1	-1.8	0	-0.1	-6
Cc1ccccc1CSCC(=O)N/N=C/c1ccccc1	1.4	13	0.0	10
COc1ccc(-c2c(C)nn3c(NCCO)cc(C)nc23)cc1	0.6	0	0.1	11
CCc1ccc2oc(-c3cccc(NC(=O)c4cncc(Br)c4)c3)nc2c1	0.2	-7	-0.1	-32
Cc1ccc(F)c(NC(C#N)c2ccc(-n3cncn3)cc2)c1 (centres undefined)	-3.1	9	0.0	3
Cc1ccc(C(=O)N2CCc3ccccc32)cc1[N+](=O)[O-]	-1.7	14	0.3	5
CCOc1ccc(-n2c(=S)sc3c(=O)n(-c4ccc(C)cc4)c(SCC(=O)NC4CCCCC4)nc32)cc1	-0.1	-1	0.1	6
O=C(C1CCC(CNc2c(N3CCCCC3)c(=O)c2=O)CC1)N1CCc2ccccc2C1 (centres undefined)	-1.2	5	0.0	-14
Cc1c(C(=O)Nc2ccc(F)cc2Cl)sc2ncn(CC(=O)N3CCCCC3C)c(=O)c12 (centres undefined)	0.0	26	-0.1	0

(list continues)
compound	GPR151 ag	MITF inh	FBW7 activator	TEAD-YAP inh
Cc1cc(C)c(CN2CCc3nnc(CCNC(=O)c4ccco4)n3CC2)cc1C	0.4	11	0.6	-3
O=C(NC12CC3CC(CC(C3)C1)C2)N(Cc1ccccc1)Cc1ccncc1	1.2	7	-0.1	1
CCN(CC)C(=O)c1ccc2c(=O)n(CCc3ccccc3)c(=S)[nH]c2c1	0.4	-2	-0.2	-1
c1ccc2c(c1)CCN(c1nc(NC3CC3)c3ncn(-c4ccsc4)c3n1)C2	1.8	-1	0.0	25
Nc1ccc(C(=O)c2ccc(O)cc2)cc1	-2.1	14	0.1	1
CCOC(=O)C1(CC2CC2)CCN(C(=O)c2cccc3nccnc23)CC1	-1.0	15	0.2	-32
Cc1ccc(NC(=O)C(=O)N/N=C/c2cccc(Cl)c2)cc1C	2.3	-15	0.1	-6
CN(C(=O)c1cn(C)c(=O)c2ccccc12)C1CCCCC1	-0.8	9	0.0	-3
Cc1cc(NC(=O)COC(=O)c2ccccc2OC(F)F)no1	2.3	10	0.0	-4
O=[N+]([O-])c1ccc(S(=O)(=O)Nc2ccc(S(=O)(=O)Nc3ncccn3)cc2)cc1	0.4	4	0.0	-2

(continued)
compound	GPR151 ag	MITF inh	FBW7 activator	TEAD-YAP inh
CCOC(=O)C1CCN(S(=O)(=O)c2ccc(OC)c(Cl)c2)CC1	-1.3	3	0.0	-8
CCOc1ccc(Br)cc1C(=O)N/N=C/c1cccc(OC)c1	-0.9	13	-0.1	9
CCCCCNC(=O)CNC(=O)CNC(=O)c1ccccc1	-0.7	-12	-0.1	4
CS(=O)(=O)N(CC(=O)N1CCC(Cc2ccccc2)CC1)C1CCCCC1	0.2	-5	-0.1	2
C=CCOc1ccccc1/C=C1/C(=O)N(c2ccc(Cl)c(Cl)c2)N=C1C	0.3	-1	-0.5	-10
Cc1cc2c(cc1C)CSC(c1ccc3ccccc3c1O)SC2	1.3	10	0.1	-35
c1ccc(COC2CCN(Cc3ccc4c(c3)CN(C3CCOCC3)CCO4)CC2)cc1	-0.3	15	0.2	5
Cc1ccccc1-c1ccc(=O)n(CC(=O)NC23CC4CC(CC(C4)C2)C3)n1	-0.1	1	-0.1	3
O=C1c2ccc(F)cc2C(=O)N1c1ccc2c(c1)OCO2	-0.5	6	-0.2	2
CCOC(=O)C1CCN(S(=O)(=O)c2cc(Cl)ccc2Cl)CC1	-1.6	13	0.7	4

(list continues)
compound	GPR151 ag	MITF inh	FBW7 activator	TEAD-YAP inh
COC(=O)c1ccc(NC(=O)C(C)N(c2ccc(C)cc2)S(C)(=O)=O)cc1 (centres undefined)	0.8	3	0.1	-10
Cc1ccc(C2=CC(c3cccc(Cl)c3)n3nc(CCCO)nc3N2)cc1 (centres undefined)	-0.2	-6	-0.3	6
Cn1cccc1CC(=O)N/N=C/c1ccncc1	-0.8	9	0.5	-2
CCOc1cc(C(=O)NCCc2ccccc2)cc(OCC)c1OCC	0.9	0	-0.2	2
COC(=O)C1=C(C)N(Cc2ccccc2)C(=O)C1(NC(=O)CC(C)C)C(F)(F)F (centres undefined)	-0.8	0	-0.1	-6
Cc1cc(=O)n2nc(N3CCCC3C(=O)NCc3ccccn3)sc2n1 (centres undefined)	0.0	-7	-0.2	3
C/C(=N/NC(=O)C1C(=O)NCC1c1ccccc1)c1ccc2c(c1)CCCC2 (centres undefined)	1.6	18	0.0	4
Nc1ncc([N+](=O)[O-])c(N2CCCCC2)n1	-0.4	10	0.0	27
COC(=O)Nc1c(C)nn(Cc2ccccc2C)c1C	1.0	-21	-0.1	3
O=C(NCc1ccco1)c1ccc2c(c1)N(Cc1ccc(F)cc1)C(=O)CS2=O (centres undefined)	-0.9	4	-0.3	2

Record cards (already shown). Screens in order: GPR151 ag | MITF inh | FBW7 activator | TEAD-YAP inh
`O=C(NCc1ccco1)c1ccc2c(c1)N(Cc1ccc(F)cc1)C(=O)CS2=O` (centres undefined) in the list: -0.9 | 4 | -0.3 | 2
`COC(=O)C1=C(C)N(Cc2ccccc2)C(=O)C1(NC(=O)CC(C)C)C(F)(F)F` (centres undefined) in the list: -0.8 | 0 | -0.1 | -6

Carrying on.
compound	GPR151 ag	MITF inh	FBW7 activator	TEAD-YAP inh
COc1ccc(-c2nc(NCCOc3ccccc3)c3[nH]cnc3n2)cc1	0.6	1	-0.1	1
Cc1cc(NC2CCN(Cc3ccccc3)CC2)nc(NCCCN2CCCC2=O)n1	0.3	3	0.0	9
CC(C)(C)c1ccc(-c2nnc(SCc3ccc(Br)cc3)n2-c2ccccc2)cc1	-0.3	19	0.0	8
CCOc1cc2c(cc1OCC)C(C(=O)O)C(c1cccc(OC)c1)N(C)C2=O (centres undefined)	0.6	5	0.0	6
COC(=O)c1c(SCC(=O)Nc2ccc(C)cc2)nc(=O)[nH]c1C	0.8	0	-0.1	-7
COc1ccc(-c2nc(CCNS(=O)(=O)c3cc(F)ccc3F)cs2)cc1	0.4	-1	0.2	1
COc1cccc(CNC(=O)Cn2nc(C)n3c(cc4cc(C)ccc43)c2=O)c1	-0.8	-4	0.2	-4
Cc1cc(C)cc(N=C2NC(=O)/C(=C/c3ccc(-c4ccc([N+](=O)[O-])cc4Cl)o3)S2)c1	-0.1	11	0.1	4
COCCCNC(=O)/C(C#N)=C/c1cc(C)n(C)c1C	0.2	9	0.0	-19
O=C(Nc1ccc2oc(-c3cccnc3)nc2c1)c1ccccc1I	1.0	5	0.2	-19

(further entries)
compound	GPR151 ag	MITF inh	FBW7 activator	TEAD-YAP inh
COc1ccc(NC(=O)Nc2nnc(N(C)Cc3ccccc3)s2)cc1OC	-1.2	16	0.4	-6
Cc1csc(NC(=O)c2ccoc2C)n1	-6.9	3	-0.1	-38
C#CC(C)(C)OC(=O)C1CC(C)=CCC1C(=O)n1nnc2ccccc21 (centres undefined)	1.3	-1	0.0	-6
COc1ccc(-c2cc(NCCc3ccc(O)cc3)nc(N)n2)cn1	0.9	-9	0.0	31
Cc1cccc(NC(=O)/C=C/c2ccccc2[N+](=O)[O-])c1	0.0	9	0.0	-24
CC(=O)N/C(=N\c1nc(C)cc(C)n1)Nc1ccc(Cl)cc1Cl	1.8&-3.2	6&1	0.0&0.6	-2&5
CC1CCN(C(C(=O)O)c2ccccc2)CC1 (centres undefined)	0.3	4	0.1	5
CCc1ccccc1NC(=O)CSc1nc2ccccc2c(=O)n1CCCC(=O)NCCc1ccccc1	0.0	5	0.1	0
CCc1ccc2oc(-c3cccc(NC(=O)c4cc5ccccc5o4)c3)nc2c1	0.4	-7	0.0	-37
O=C(O)c1ccc(NC(=O)c2ccccc2NC(=O)c2cccc(Br)c2)cc1	5.5*	-10	-0.3	10

7 entries from above, set out differently.
The line under a structure holds: GPR151 ag	MITF inh	FBW7 activator	TEAD-YAP inh
O=C(O)c1ccc(NC(=O)c2ccccc2NC(=O)c2cccc(Br)c2)cc1
  5.5*	-10	-0.3	10
COc1ccc(-c2cc(NCCc3ccc(O)cc3)nc(N)n2)cn1
  0.9	-9	0.0	31
Cc1cccc(NC(=O)/C=C/c2ccccc2[N+](=O)[O-])c1
  0.0	9	0.0	-24
COc1ccc(NC(=O)Nc2nnc(N(C)Cc3ccccc3)s2)cc1OC
  -1.2	16	0.4	-6
Cc1csc(NC(=O)c2ccoc2C)n1
  -6.9	3	-0.1	-38
CC1CCN(C(C(=O)O)c2ccccc2)CC1 (centres undefined)
  0.3	4	0.1	5
CC(=O)N/C(=N\c1nc(C)cc(C)n1)Nc1ccc(Cl)cc1Cl
  1.8&-3.2	6&1	0.0&0.6	-2&5

(continued)
compound	GPR151 ag	MITF inh	FBW7 activator	TEAD-YAP inh
COC(=O)NNC(=S)NC(=O)c1cc(S(=O)(=O)N2CCOCC2)ccc1C	0.3	19	0.1	4
CC(=O)c1ccc(OCc2cc(C(=O)N3CCC[C@H]3CO)no2)cc1	2.0	10	0.3	5
COc1ccc(N2CCN(C(=O)c3ccc4c(c3)[nH]c(=S)n3c5ccccc5nc43)CC2)cc1	-0.1	-15	0.1	3
COc1cccc(N2CCN(C(=O)CCNc3c(N4CCCC4)c(=O)c3=O)CC2)c1	-1.9	19	1.0	8
Cc1sc2nc3c4ccccc4c(Cl)nn3c(=O)c2c1C	-0.6	3	0.1	7
COc1ccc([N+](=O)[O-])cc1CSc1nc2ccc(NC(=O)CSc3nnnn3-c3ccccc3)cc2s1	0.6	-4	0.1	7
Cc1cccc(CSCCNS(=O)(=O)c2ccc(C)c([N+](=O)[O-])c2)c1	-0.3	-2	0.1	-4
Cc1ccccc1C(=O)N(c1cccc(C(F)(F)F)c1)S(=O)(=O)c1ccc(Cl)cc1	0.5	-11	0.1	11
Cc1cccc(C(=O)N2CCCC(CO)(Cc3ccccc3C)C2)n1 (centres undefined)	1.0	1	-0.1	-4
O=C(NCc1cccs1)c1cnn2c1NC(c1ccc(Br)cc1)CC2C(F)(F)F (centres undefined)	-0.4	0	-0.2	-2

The list continues.
compound	GPR151 ag	MITF inh	FBW7 activator	TEAD-YAP inh
CN(Cc1ccccc1)Cn1ncn(C)c1=S	-0.8	-12	0.0	4
N#CC1c2ccccc2C=CN1C(=O)c1ccccc1 (centres undefined)	0.7	-5	-0.1	0
CC(C)COc1ccc(C2NC(=O)NC2=O)cc1 (centres undefined)	0.3	-1	0.0	0
Cc1nnc(NC(=O)CN2CCN(C3CCCCC3)CC2)s1	-1.0	28	0.1	1
CCCC(=O)Nc1sc2c(c1C#N)CCC2	0.8	1	-0.2	-21
CCCCc1ccc(C(=O)Nc2nccs2)cc1	-5.5	-4	-0.1	22
COc1ccccc1/C=C/C(=O)NCC(=O)N/N=C/c1ccc(N(C)C)cc1	-0.3	-20	-0.1	6
CC(=O)c1ccc(S(=O)(=O)c2ccc(C)cc2)c([N+](=O)[O-])c1	0.2	-7	-0.2	0
CCc1ccc(NCc2ccc(Oc3cnccn3)cc2)cc1	0.8	2	-0.3	-17
O=C(Nc1nnc(C2CCCCC2)s1)c1cccnc1	-0.7	8	-0.1	-21

Other structures.
compound	GPR151 ag	MITF inh	FBW7 activator	TEAD-YAP inh
O=c1nc(/C=C/c2ccc(OCc3ccccc3F)cc2)cc(C(F)(F)F)[nH]1	-0.2	10	0.3	-10
CCC(C)CN1CCc2c(C(=O)NCc3ccco3)c(OC)cc(=O)n2CC1 (centres undefined)	-0.5	9	0.1	0
Clc1ccc(Nc2nc3nonc3nc2NC2C3CC4CC(C3)CC2C4)cc1 (centres undefined)	0.5	-4	-0.2	8
Cc1c(Cl)cccc1NC(=S)N(CCCN1CCN(C)CC1)Cc1ccco1	-1.1	3	0.0	-7
O=C(/C=C/c1ccccc1)Nc1ccc(I)cc1	1.6	-2	-0.1	-92
COc1cccc(N(CC(=O)Nc2cccc(Cl)c2C)S(C)(=O)=O)c1	-0.2	23	0.1	6

High-throughput results (PubChem)
